A549 tox: Nrf2 qHTS screen for inhibitors: counterscreen for cytotoxicity; A549 ARE-Fluc cells, CellTiter-Fluor viability, 18-24 h; Potency, µM (highest dose often 46 µM), for the others: at the highest dose activity change, negative = cytotoxicity, most hits filed as inhibitors; 390,000 compounds, 0.16% hits; note: potency is the fitted concentration of half-maximal effect; % is set by controls: 0 for no effect and ±100 for the full control effect
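Cytotoxicity counterscreen: CellTiter-Fluor fluorescence was measured in A549 ARE_Fluc cells after 18-24 h of compound exposure in a concentration series. The subsequent BugLite luminescent read reports ARE-luciferase activity.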
IL2 activator: qHTS of IL-2 Activators | IL-2 activation reporter assay, cell-based qHTS; stimulated with anti-CD3/CD4/CD28 beads; in transgenic mouse T cells | activation, % (series mostly up to about 46 µM) | 360,000 compounds, 0.065% hits; in the data active = activation above about 50%; inconclusive = mostly about 30% to 49%; note: 0% is about no effect
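Unstimulated transgenic mouse T cells; 60-min compound exposure; bead-based TCR/CD4/CD28 stimulation; 18 h culture, 37 degrees C; dual fluorescence (EGFP, DsRed) plate cytometry.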
S2 tox: Viability Counterscreen for Primary qHTS for Inhibitors of ATXN expression. S2 cells (HEK-293 line with an ATXN2-luciferase reporter) viability, CellTiter-Fluor protease fluorescence, 24 h. AID 651635, 2014. Potency, µM (top dose mostly 56.7 µM), hits mostly cytotoxic. 400,000 compounds, 0.49% hits; note: potency is the fitted concentration of half-maximal effect; nearly all actives have a fitted effect of over 40% in size
Nrf2 block: Nrf2 qHTS screen for inhibitors; A549 ARE-Fluc reporter, luciferase luminescence, 18-24 h; Potency, µM (highest dose often 46 µM), inactives show at the highest dose activity change, negative = inhibition, hits mostly inhibitors; 360,000 compounds, 2.1% hits; AID 504444, 2011; note: potency is the fitted concentration of half-maximal effect; % is set by controls: 0 for no effect and ±100 for the full control effect; nearly all actives have a fitted effect of over 60% in size
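Cells were seeded and rested 2 h, then exposed to compounds for 18-24 h. CellTiter-Fluor was read first as a viability measure. BugLite was added 15 min before the final luminescent read of ARE-luciferase activity in A549 cells.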
EPAC2 ag: qHTS for Agonist of cAMP-regulated guanine nucleotide exchange factor 4 (EPAC2): primary screen; Rap guanine nucleotide exchange factor 4 (Homo sapiens), Q8WZA2; EPAC2 activation, biochemical qHTS; response scale: 100% = 6.5 mM cAMP response; Potency, µM (top dose mostly 154 µM), for inactives: top-dose activation, actives largely listed as activators; 360,000 compounds, 0.079% hits; note: potency is the fitted concentration of half-maximal effect; nearly all actives have a fitted effect of over 50% in size
Target sequence (Q8WZA2 whole entry, looked up): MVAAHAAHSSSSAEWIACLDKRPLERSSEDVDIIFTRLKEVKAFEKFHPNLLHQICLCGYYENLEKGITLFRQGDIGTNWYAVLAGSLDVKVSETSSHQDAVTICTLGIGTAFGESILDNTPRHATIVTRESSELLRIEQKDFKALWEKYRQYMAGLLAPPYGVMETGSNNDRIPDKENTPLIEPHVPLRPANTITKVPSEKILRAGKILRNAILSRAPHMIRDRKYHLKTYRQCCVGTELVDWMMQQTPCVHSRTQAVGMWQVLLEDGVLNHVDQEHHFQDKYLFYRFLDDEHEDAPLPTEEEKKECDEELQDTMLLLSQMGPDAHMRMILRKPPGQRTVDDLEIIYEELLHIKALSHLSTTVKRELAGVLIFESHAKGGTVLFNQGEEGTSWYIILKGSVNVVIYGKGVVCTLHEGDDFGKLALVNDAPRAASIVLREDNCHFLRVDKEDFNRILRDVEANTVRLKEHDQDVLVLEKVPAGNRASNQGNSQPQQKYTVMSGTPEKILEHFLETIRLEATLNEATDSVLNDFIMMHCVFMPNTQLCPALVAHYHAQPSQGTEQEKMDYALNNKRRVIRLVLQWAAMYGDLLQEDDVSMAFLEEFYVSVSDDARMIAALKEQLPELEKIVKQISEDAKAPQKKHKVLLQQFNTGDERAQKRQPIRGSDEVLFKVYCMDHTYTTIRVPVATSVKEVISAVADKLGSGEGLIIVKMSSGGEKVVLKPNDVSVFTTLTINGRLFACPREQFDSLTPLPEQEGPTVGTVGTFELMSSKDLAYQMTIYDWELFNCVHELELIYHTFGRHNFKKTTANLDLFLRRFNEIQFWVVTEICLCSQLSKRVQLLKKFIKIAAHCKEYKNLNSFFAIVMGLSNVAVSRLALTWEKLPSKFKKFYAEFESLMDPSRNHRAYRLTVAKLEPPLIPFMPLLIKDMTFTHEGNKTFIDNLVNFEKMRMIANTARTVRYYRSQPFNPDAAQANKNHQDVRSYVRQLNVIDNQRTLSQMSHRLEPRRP
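Exchange assay: 100 nM EPAC2 with 250 nM Rap1B-BODIPY-GDP and 50 uM GDP. Fluorescence (ex 480/em 540 nm) read every 5 min for 30 min at room temperature. Data normalized to 6.5 mM cAMP as agonist control.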
TGFb SMAD3 inh: qHTS for Inhibitors of TGF-b; HepG2 CAGA-GFP TGF-b/SMAD3 reporter, GFP fluorescence, 18 h; TGF-beta stimulated, 500 pg/mL final; Potency, µM (titrated, usually from 46.1 µM), for inactives: at the highest dose activity, negative = inhibition, hits mostly inhibitors; 410,000 compounds, 1.2% hits; AID 588855, 2011; note: potency is the fitted concentration of half-maximal effect; % is set by controls: 0 for no effect and ±100 for the full control effect; nearly all actives have a fitted effect of over 65% in size
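Using HEPG2 CAGA-GFP reporter cells at 1000 cells/well, we pinned test compounds, stimulated with recombinant TGF-beta (500 pg/mL final) and measured total well GFP after 18 h.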
Nrf2 activator: qHTS of Nrf2 Activators | AREc32 ARE-luciferase reporter (MCF7-derived line), luminescence, 24 h | Potency, µM (titrated, usually from 46.1 µM), inactives show at the top dose activation, most hits filed as activators | 410,000 compounds, 0.31% hits; note: potency is the fitted concentration of half-maximal effect; % of control where 0% means no effect; nearly all actives have a fitted effect of over 65% in size
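AREc32_Fluc, 1000 cells/well, OPTI-MEM + 5% FBS, o/n 37 deg C 5% CO2; 23 nL cpd by pin tool, 24 hr; Steady-Glo 30 min RT, luminescence.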
HepG2 viability: qHTS for Inhibitors of TGF-b: Cytotox Counterscreen. HepG2 CAGA-GFP viability, ATP luminescence, 18 h. Potency, µM (series often up to 46.1 µM), inactives show at the highest dose activity change, negative = cytotoxicity, actives largely listed as cytotoxic. 410,000 compounds, 0.76% hits. AID 588856, 2011; note: potency is the fitted concentration of half-maximal effect; some results filed as inactive show a strong effect at the top dose
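CellTiter-Glo luminescence gave cytotoxicity after 18 hours at 37 degrees C. The cells were HepG2 CAGA-GFP in 1% FBS DMEM, stimulated with 500 pg/mL TGF-beta after compound addition. %Activity was normalised to no-cell wells (complete cell-killing) and DMSO (no toxicity), and curves were fitted and classified.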
ATXN2 expr inh: Primary qHTS for Inhibitors of ATXN expression | HEK-293 ATXN2-luciferase reporter, luminescence, 24 h | Potency, µM (series often up to 57 µM), without a hit: at the top dose activity change, negative = inhibition, usual class: inhibitors | 360,000 compounds, 0.72% hits | AID 1745845, 2022; note: potency is the fitted concentration of half-maximal effect; % is set by controls: 0 for no effect and ±100 for the full control effect; nearly all actives have a fitted effect of over 55% in size
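ATXN2-luciferase reporter cells (luciferase flanked by upstream and downstream ATXN2 gene portions) were treated 24 h at 37 °C with compounds at up to 57 uM. SteadyGlo luminescence gave expression; GF-AFC fluorescence gave viability.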
* hit, by the source's call; i = inactive; ? = inconclusive; · = no result given; [ ] = remark or other dose. Unless noted, calls come from the whole dose curve; as a rule, active = well fitted curve in the direction sought with a large enough effect; inconclusive = small, poorly fitted or top-dose-only effect, or another doubt; inactive = no such curve, though single readings can be large; an effect the other way counts as inactive or inconclusive. This is a random part of the collection; 4.3% or so of the library scored in one or more.

compound,TGFb SMAD3 inh,HepG2 viability,S2 tox,IL2 activator,Nrf2 activator,ATXN2 expr inh,A549 tox,Nrf2 block,EPAC2 ag
COc1cc(C(=O)OCC(=O)c2cc(C)n(CC3CCCO3)c2C)cc(OC)c1C (configuration not stated),6%,3%,i,0.2,3.1%,-3%,5%,0%,7%
COC(=O)c1cnc(Nc2nc(C(N)Cc3ccc(Cl)cc3)cs2)nc1C(F)(F)F (configuration not stated),?,-89%,?,0.3,-2.8%,?,·,·,-2%
CCNC(=S)N1CCc2ccccc2C1,?,-13%,i,1.6,2.5%,-25%,0%,-5%,11%
COc1ccc(C)cc1N(C(=O)c1ccc(C#N)cc1)C1=NC(C)(C)CS1,12%,2%,i,-1.8,0.3%,0%,1%,8%,-1%
CCOCCCNC(=O)C(NC(=O)Cc1cccs1)c1ccccc1 (configuration not stated),-17%,-25%,i,0.1,-0.4%,11%,4%,2%,-1%
CC1(C)CC(=O)C2=C(C1)OC(N)=C(C#N)C2c1ccsc1 (configuration not stated),2%,1%,i,0.0,4.1%,-1%,-13%,8%,7%
NS(=O)(=O)c1ccc(NC(=O)COC(=O)c2cc3ccccc3oc2=O)cc1,4%,4%,i,-3.0,5.7%,1%,-1%,-5%,11%
O=C(NC1CCCCCC1)C1CCN(S(=O)(=O)N2CCC3(CC2)OCCO3)CC1,-2%,1%,i,-2.4,-0.1%,7%,3%,19%,6%
COc1cc(NC(=O)c2cc(OC)c(OC)c(OC)c2)ccc1NC(=O)c1cccs1,2%,8%,i,-0.5,-0.1%,-25%,-13%,?,14%
CC12CC3CC(C)(C1)CC(C(=O)NCc1cccnc1)(C3)C2,11%,-30%,i,0.8,0.1%,-12%,0%,2%,2%
COc1cccc(/C=N/NC(=O)C(=O)NCc2cccnc2)c1O,-10%,-21%,i,-4.9,-0.7%,-14%,-3%,-8%,-18%
COc1ccc(Nc2cc(Nc3cccc(OC)c3)ncn2)cc1,0%,-9%,i,-7.2,2.3%,32%[activator],5%,0%,15%
O=C(O)c1ccc(CNCc2ccc(Cl)cc2)s1,-16%,-14%,i,·,-0.1%,4%,0%,-2%,·
CC1CCN(c2nc(-c3ccccc3O)nc3ccccc23)CC1,-1%,3%,·,-1.4,3.0%,·,-10%,28%,19%
Clc1ccc2nc(-c3ccco3)c(Cc3ccsc3)n2c1,?,-34%,i,-0.6,11µM*,-1%,·,·,14%
CCCOC1CCCN(C(=O)c2ccc(OC3CCN(C(=O)COC)CC3)cc2)C1 (configuration not stated),10%,0%,i,0.0,2.7%,10%,2%,11%,1%
O=C(Nc1ccc(NC(=S)NC(=O)c2ccccc2F)cc1)c1cccs1,0%,-14%,i,-2.8,4.2%,-17%,12%,?,-1%
CCOC(=O)Nc1ccc2c(c1)nc1n2CCN(CCOC)C1,-3%,1%,i,0.3,2.3%,4%,12%,?,6%
Fc1cccc(-n2ncc3c2ncn2nc(Cc4ccccc4)nc32)c1,·,-11%,·,·,6.7%,·,8%,20%,·
CC1(C)O[C@@H]2[C@H](O1)[C@@H](CO)O[C@H]2n1cc(Br)c(=O)[nH]c1=O,-18%,-5%,i,2.2,0.3%,11%,1%,0%,14%
O=S(=O)(c1ccc(NC(=S)NCCC(c2ccccc2)c2ccccc2)cc1)N1CCOCC1,?,-21%,?,-0.9,1.1%,?,?,4.1µM*,21%
COc1cc(OC)cc(C(=O)OC/C(O)=C(\C#N)c2nc3ccccc3[nH]2)c1,-7%,-23%,i,-2.9,0.4%,-25%,-14%,6%,6%
CCOC(=O)c1sc(=S)n(C)c1NC(=O)c1ccccc1,2%,-2%,i,-6.1,-0.5%,-4%,10%,-13%,2%
C[C@H](CO)N1C[C@H](C)[C@@H](CN(C)Cc2ccc(Oc3ccccc3)cc2)OCc2cnnn2CCCC1=O,-18%,-29%,?,-2.2,-0.7%,-2%,·,·,1%
CCCCC(=O)N1CCN(c2nc3ccc(F)cc3s2)CC1,?,-49%,i,-0.2,-0.6%,·,-7%,9%,6%
COc1ccc2nc(-c3ccccc3)cc(C(=O)OCC(=O)N3CCCCC3)c2c1,-5%,-19%,i,-0.6,2.1%,-10%,4%,?,6%
COc1ccccc1C1SCCN1C(=O)c1ccc([N+](=O)[O-])cc1 (configuration not stated),-1%,-2%,i,0.0,-1.2%,3%,-6%,-13%,1%
Cc1cc(C)c2c(=O)n(CC(=O)Nc3cccc(F)c3)sc2n1,?,-92%,i,-2.7,-0.5%,-19%,9%,11%,8%
COc1ccccc1NC(=O)N1CCCC1C(=O)Nc1ccc2c(c1)OCO2 (configuration not stated),-1%,-15%,i,-1.4,-0.2%,3%,0%,-12%,-1%
Nc1cc(=O)[nH]c(SCC(=O)Nc2ncc(C(F)(F)F)cc2Cl)n1,-4%,15%,i,-3.7,0.2%,2%[11.3 µM],-2%,25%,-1%
O=C(CC1OC(=O)c2ccccc21)NNC(=O)c1ccc(F)cc1 (configuration not stated),23%,-4%,i,0.4,-1.2%,·,4%,1%,-1%
O=C(NCc1ccc(F)cc1)c1ccc(Cl)c(NC2=NC3CS(=O)(=O)CC3S2)c1 (configuration not stated),0%,-5%,i,-2.5,0.1%,-19%,0%,0%,-3%
C=CCNC(=O)c1cc(-c2cccnc2)nc2ccccc12,0%,10%,i,-0.3,0.4%,0%,-6%,6%,12%
C=CCC1(CC=C)CCCN1C(=O)c1cc(COc2cccc(OC)c2)on1,-28%,-16%,i,-3.3,-0.1%,-16%,11%,-18%,3%
Cn1c(N)c(C(=O)COC(=O)Cc2ccc(F)cc2)c(=O)n(C)c1=O,3%,-5%,i,-2.1,-0.6%,3%,-3%,-4%,6%
CC(Sc1nncn1C)C(=O)NCc1ccc2c(c1)OCO2 (configuration not stated),?,4%,i,-4.7,-0.6%,1%,-1%,12%,5%
O=C(Cn1c(COc2ccccc2)nc2ccccc21)Nc1cc(Cl)ccc1Cl,2%,15%,i,-0.7,-0.5%,-15%,?,18µM*,-6%
CCCC1(C(=O)OC)NC(c2cc(OC)c(OC)c(OC)c2)C2C(=O)N(CC)C(=O)C21 (configuration not stated),-2%,3%,i,-2.3,0.0%,-5%,-5%,-1%,-2%
CC1=NN(c2ccccc2)C(=O)C1N=Nc1ccccc1 (configuration not stated),0%,-14%,i,-0.3,11%,82%[activator],-5%,?,11%
CN(Cc1ccccc1)C(NC(=O)c1ccccc1)C(Cl)(Cl)Cl (configuration not stated),-16%,-2%,i,-2.1,-0.3%,?,13%,·,11%
CCOC(=O)[C@]12CCC=C1N(Cc1ccco1)C(=O)[C@H](CC(=O)N1CCN(C(=O)C3CC3)CC1)C2,·,·,i,0.1,-1.3%,4%,·,·,1%
C[C@@H]1CN([C@@H](C)CO)S(=O)(=O)c2ccc(C#CC(C)(C)O)cc2O[C@H]1CN(C)C(=O)C1CCCCC1,14%,0%,i,-2.1,-0.8%,11%,·,·,-8%
O=[N+]([O-])c1ccc(C=NNC(=S)Nc2ccc(F)cc2)cc1,0%,4%,i,0.5,0.5%,-20%,0%,?,4%
O=C(Nc1ccccc1)c1nn(-c2cccc(C(F)(F)F)c2)ccc1=O,-17%,-83%,i,0.2,0.8%,-21%,1%,?,5%
COC(=O)Cc1c(C)c2ccc3c(c2oc1=O)CN(Cc1ccccc1OC)CO3,3%,0%,·,·,0.5%,-11%,?,33%,·
COc1ccc(OC)c(-n2c(=S)[nH]c3cc(C(=O)N4CCC(C(N)=O)CC4)ccc3c2=O)c1,-11%,0%,i,-2.4,0.0%,0%,-9%,2%,3%
CCc1ccccc1NC(=O)C(C)n1nc([N+](=O)[O-])c(Br)c1C (configuration not stated),-14%,-15%,i,3.0,2.0%,-10%,-5%,?,9%
O=C(Cn1cc(F)c(=O)[nH]c1=O)c1ccco1,-2%,-4%,i,-3.7,-0.8%,·,·,·,-1%
Cc1ccc(C)c(OCC(O)CNC2CCCC2)c1 (configuration not stated),15%,-3%,i,0.7,0.1%,·,10%,-6%,5%
CCCC(=O)Nc1ccc(S(=O)(=O)Nc2cc(OC)ncn2)cc1,-14%,-2%,i,0.5,-0.2%,-1%,0%,3%,-1%
CC(C)(C)NC(=O)c1ccccc1-c1nc2ccccc2s1,-24%,-8%,?,-0.3,-0.2%,·,-16%,-9%,4%
Cc1nnc(NC(=O)c2cccc(S(=O)(=O)N3CC(c4ccccc4)CC3=O)c2)s1 (configuration not stated),2%,0%,i,2.7,-0.8%,4%,0%,?,6%
CC(NC(=O)c1ccc2c(c1)N(Cc1ccc(Cl)cc1)C(=O)CS2)c1ccccc1 (configuration not stated),2%,-28%,i,·,0.3%,4%,10%,9%[9.27 µM],·

Record cards, from the list above. Order of screens: TGFb SMAD3 inh	HepG2 viability	S2 tox	IL2 activator	Nrf2 activator	ATXN2 expr inh	A549 tox	Nrf2 block	EPAC2 ag
C=CCNC(=O)c1cc(-c2cccnc2)nc2ccccc12 as listed: 0%	10%	i	-0.3	0.4%	0%	-6%	6%	12%
Nc1cc(=O)[nH]c(SCC(=O)Nc2ncc(C(F)(F)F)cc2Cl)n1 as listed: -4%	15%	i	-3.7	0.2%	2%[11.3 µM]	-2%	25%	-1%

Compound activity deposited in PubChem BioAssay by National Center for Advancing Translational Sciences (NCATS).
